High-throughput results as filed in PubChem BioAssay.
VIM-2 inhibitor – inhibitors of Pseudomonas aeruginosa VIM-2 metallo-beta-lactamase; purified VIM-2, nitrocefin hydrolysis, epi-absorbance fluorescence; inhibition, % at 5.6 µM; 290,000 tested, 0.89% active;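 active = inhibition above the mean of all tested compounds plus 3 SD, cutoff set per screening run, cut at about 7.5% in these data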;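 also: red hydrolysis product quenches plate fluorescence so inhibitors raise well fluorescence; 0% = enzyme with DMSO and 100% = DMSO without enzyme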
GPR7 antagonist – human neuropeptides B/W receptor 1 antagonism | P48145 | GPR7-expressing cells, fluorescence antagonist assay | inhibition, % at 4.4 µM | 290,000 tested, 1.1% active | AID 1861; in the data active = inhibition above about 16%, passing the limit was not always enough;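 also: cells stimulated with the agonist NPW; 0% = agonist with vehicle and 100% = vehicle without agonist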
Target sequence (P48145 whole entry, looked up): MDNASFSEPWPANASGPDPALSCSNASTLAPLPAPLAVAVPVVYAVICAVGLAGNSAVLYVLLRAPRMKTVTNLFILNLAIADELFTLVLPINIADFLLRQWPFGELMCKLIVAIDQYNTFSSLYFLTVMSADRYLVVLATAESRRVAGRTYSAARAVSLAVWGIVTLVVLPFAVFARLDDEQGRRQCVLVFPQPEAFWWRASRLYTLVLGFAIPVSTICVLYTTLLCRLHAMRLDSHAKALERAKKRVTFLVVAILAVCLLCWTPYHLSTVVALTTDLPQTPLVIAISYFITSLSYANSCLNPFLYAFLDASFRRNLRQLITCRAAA
IMP-1 inhibitor – blocks Pseudomonas aeruginosa IMP-1 metallo-beta-lactamase; purified IMP-1, nitrocefin hydrolysis, epi-absorbance fluorescence; inhibition, % at 5.6 µM; 290,000 tested, 0.45% active; AID 1556;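 active = inhibition above the mean plus 3 SD of all compounds in the same screening run, cut at about 4.5% in these data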;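 also: 0% = IMP-1 with DMSO and 100% = DMSO wells lacking enzyme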
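System: Purified recombinant IMP-1 metallo-beta-lactamase enzyme | Measured by: Fluorescence quenching readout, ex 480/em 530 nm | Replication: Singlicate | Incubation: 15 min preincubation plus 25 min reaction at 25 °C | Evaluation: Percent inhibition from optical density relative to buffer-blank wells | Benchmarks: DMSO with and without IMP-1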
PHOSPHO1 block – inhibitors of human PHOSPHO1 phosphatase | 290,000 tested, 1.1% active | recombinant PHOSPHO1, absorbance phosphatase assay | inhibition, % at 13.3 µM | Q8TCT1; in the data active = inhibition above about 60%
Target sequence (Q8TCT1 whole entry, looked up): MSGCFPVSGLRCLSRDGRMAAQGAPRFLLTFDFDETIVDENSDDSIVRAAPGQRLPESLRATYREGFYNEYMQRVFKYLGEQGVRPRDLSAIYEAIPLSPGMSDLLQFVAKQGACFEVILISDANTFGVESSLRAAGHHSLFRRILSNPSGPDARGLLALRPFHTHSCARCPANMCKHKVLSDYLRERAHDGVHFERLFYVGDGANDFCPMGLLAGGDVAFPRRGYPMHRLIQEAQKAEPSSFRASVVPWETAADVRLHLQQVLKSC
OXTR agonist – agonists of human oxytocin receptor; P30559; CHO-OTR cells, Fluo-8 calcium fluorescence; normalized: DMSO 0%, oxytocin 100%; AID 2435; 320,000 tested, 0.32% active; activation, % at 3 µM;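 active = activation above the mean of all tested compounds plus 3 SD, cutoff set per screening run, cut at about 20% in these data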;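 also: peak over basal fluorescence ratio from a 100 s FLIPR kinetic read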
GalR3 antagonist – blocks the human galanin receptor 3. AID 651719. O60755. inhibition, % at 3 µM. HEK293 GalR3-CNG cAMP membrane potential fluorescence; galR3 body fused to GalR1 C-terminus. 360,000 tested, 0.44% active;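 active = inhibition above the screen-wide average plus 3 SD, cut at about 13% in these data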;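 also: forskolin and galanin both at EC90 stimulate the cells; cAMP rise reported by CNG channel membrane potential dye signal; 0% = forskolin plus galanin with DMSO and 100% = forskolin alone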
DNA FID counter – displaces DNA intercalator in HCV helicase counter-screen; DNA fluorescent intercalator displacement, fluorescence; inhibition, % at 7.9 µM; 290,000 tested, 0.17% active; AID 1845; in the data active = inhibition above about 37%;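 also: 0% = vehicle and 100% = reference compound; higher means more ethidium bromide displaced from hairpin DNA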
NS3 helicase inh – HCV NS3 helicase inhibition; AID 1800; 290,000 tested, 0.56% active; inhibition, % at 10.9 µM; NS3 helicase DNA unwinding, Cy5 molecular beacon fluorescence;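 active = inhibition above the mean of all tested compounds plus 3 SD, set per campaign, cut at about 35% in these data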;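 also: 0% = DMSO wells and 100% = thioflavine S control wells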
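Assay system – hepatitis C virus NS3 helicase domain fragment enzyme · Buffer or medium – MOPS pH 6.5, MgCl2, DTT, Tween20, BSA · Reagent – Cy5/quencher beacon DNA duplex and ATP to start · Compound – single 10.9 µM dose · Timing – 1 h at 25 °C · Technique – Cy5 beacon fluorescence read at start and 1 h · Measure – % inhibition of unwinding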
V1R ag counter – activates human V1a receptor in oxytocin agonist counter-screen. CHO-V1R cells, Fluo-8 calcium fluorescence, agonist mode; 0% DMSO, 100% 3 nM vasopressin. activation, % at 3 µM. 320,000 tested, 0.25% active;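 active = activation above the mean activation of all tested compounds plus 3 SD, per screening run, cut at about 20% in these data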;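 also: signal is peak over basal fluorescence ratio across a 100 second FLIPR read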
Target sequence (P37288 whole entry, looked up): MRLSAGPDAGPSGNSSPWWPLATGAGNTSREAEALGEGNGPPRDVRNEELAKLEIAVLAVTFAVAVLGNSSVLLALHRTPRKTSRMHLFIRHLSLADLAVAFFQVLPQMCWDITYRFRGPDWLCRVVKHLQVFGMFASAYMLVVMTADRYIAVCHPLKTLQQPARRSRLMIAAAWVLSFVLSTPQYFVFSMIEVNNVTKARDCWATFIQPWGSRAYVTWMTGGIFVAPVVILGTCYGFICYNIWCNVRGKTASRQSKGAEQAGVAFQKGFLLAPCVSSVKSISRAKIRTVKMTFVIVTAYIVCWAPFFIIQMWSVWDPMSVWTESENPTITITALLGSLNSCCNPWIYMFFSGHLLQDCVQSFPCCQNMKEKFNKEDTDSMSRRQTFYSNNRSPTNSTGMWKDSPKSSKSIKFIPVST
The depositor's hits bear a star; nt = no result given.

SMILES | VIM-2 inhibitor | GPR7 antagonist | IMP-1 inhibitor | PHOSPHO1 block | OXTR agonist | GalR3 antagonist | DNA FID counter | NS3 helicase inh | V1R ag counter
Cc1cccc(CSc2nnc(-c3ccco3)n2C)c1 | -3.4 | 0.1 | -1.9 | 22.0 | -1.8 | -0.3 | -12.4 | -0.8 | -0.5
Cc1ccccc1NCc1nc2ccccc2n1C | -1.9 | -13.7 | -3.8 | nt | -2.5 | -8.5 | -8.4 | -0.2 | -0.6
O=C(NC(=S)Nc1ccccc1C(F)(F)F)c1ccccc1F | -2.6 | -12.7 | -3.6 | 22.6 | -0.5 | -1.8 | -12.1 | 4.6 | -0.8
CC(C)CN(C(=O)COC(=O)CCN1C(=O)c2ccccc2C1=O)C1CCS(=O)(=O)C1 (stereo unspecified) | -2.1 | -13.6 | -4.1 | 9.6 | -0.7 | -1.4 | -19.5 | 8.3 | 0.1
Cn1c(SCC(=O)Nc2ccc3[nH]c(=O)[nH]c3c2)nnc1-c1ccc(F)cc1 | -2.2 | -7.4 | -2.7 | -49.4 | -0.5 | -2.5 | -3.8 | -3.5 | 0.3
CNS(=O)(=O)c1cc2c3c(cccc3c1)C(=O)NC2=O | -0.1 | -5.8 | -3.1 | -17.0 | -0.5 | -0.9 | 1.7 | -3.5 | -0.4
CCC(C)NC(=O)C1CCN(c2nc(OC)nc(OC)n2)CC1 (stereo unspecified) | 1.7 | -3.1 | 0.1 | -1.9 | -0.5 | 0.2 | -4.8 | 17.1 | 0.6
CCNC(=O)COc1ccc(/C=C2\COc3ccccc3C2=O)cc1OC | -1.0 | 13.2 | 0.8 | 8.1 | 4.4 | -3.5 | -34.3 | 0.3 | 2.6
CCOC(=O)C1CCN(C(=O)Cc2ccc(C)cc2)CC1 | -1.9 | -1.8 | -2.2 | -4.8 | 1.1 | -5.7 | -8.0 | 2.3 | 0.1
CCOc1ccc(N2C(=O)C(CC(=O)Nc3ccc(F)cc3)N(Cc3ccccn3)C2=S)cc1 (stereo unspecified) | -1.4 | -4.3 | -5.0 | 4.4 | 1.4 | 1.6 | -22.4 | -12.0 | 0.7
O=c1cc(O)c(-c2cccc(C(F)(F)F)c2)c(Cl)[nH]1 | -3.0 | -6.4 | -4.7 | 8.4 | -0.5 | -0.8 | 3.0 | 13.8 | 0.2
CCOc1ccc(C(=O)NC(=S)NCc2cccnc2)cc1 | -0.2 | 9.1 | 1.1 | -5.7 | -0.8 | 1.3 | -9.1 | -3.6 | 0.0
O=S1(=O)N=C(Nc2nncs2)c2ccccc21 | -2.4 | -10.9 | -5.2 | 97.4* | 1.4 | -4.1 | -6.2 | -7.6 | -0.3
COc1ccc(-c2nnc(N3CCC(C)CC3)c3ccccc23)cc1 | -5.7 | 6.8 | -2.5 | -19.0 | -1.0 | -3.1 | -1.6 | 1.3 | 0.5
COCCN1CCN(C(=O)C2CCC(=O)N(Cc3cccc(C(F)(F)F)c3)C2)CC1 (stereo unspecified) | -1.0 | -16.6 | -4.9 | 46.6 | nt | -2.6 | -12.9 | -9.8 | nt
O=C(C1CCC(CNc2c(N3CCCCC3)c(=O)c2=O)CC1)N1CCCCC1 (stereo unspecified) | nt | nt | nt | -5.3 | 1.3 | 0.0 | nt | nt | 0.5
COc1nc(NCc2ccco2)nc(N2CCC(C)CC2)n1 | -2.9 | -11.8 | -3.5 | 4.0 | -1.7 | -1.0 | -27.7 | -6.6 | -1.2
CCOc1cc(/C=C2\SC(N3CCCCC3)=NC2=O)ccc1O | 14.9* | 1.0 | 0.0 | 30.8 | -1.6 | -8.2 | -23.1 | 0.0 | -1.1
Cc1[nH]c2ccc(OC(=O)N3CCOCC3)cc2c1C(=O)OC(C)C | -3.9 | 0.5 | -4.6 | 5.9 | 3.6 | -3.9 | -25.1 | 4.5 | 2.4
CC1(C)Cc2noc(N)c2C(C)(C)N1OC(=O)c1cccs1 | -1.4 | 9.1 | -1.1 | 9.7 | 0.6 | -4.4 | -5.0 | -2.6 | 1.4
COC(=O)c1ccc(N)nc1 | -2.7 | -0.4 | -2.3 | 4.1 | 0.6 | -4.1 | -3.4 | 5.5 | 0.1
CSc1ccc(CCNC(=O)c2cc(C)nn2-c2ccccc2)cc1 | -2.8 | -18.2 | -2.0 | 46.6 | -0.6 | -5.8 | -10.0 | -0.4 | 0.5
C/C(=N\NC(=O)OC(C)(C)C)c1ccc(-n2ccnc2)cc1 | 0.6 | -0.6 | -0.9 | 48.0 | 0.2 | 3.1 | -3.4 | -11.5 | -0.1
CCOC(=O)C1CCN(C(=O)c2cn(CCOC)c(=O)c3c2c2ccccc2n3C)CC1 | -0.7 | -4.6 | -1.8 | -11.6 | 0.0 | -5.7 | -29.1 | -2.1 | 0.0
CC(C)c1nnc(NC(=O)CCC2CCCCC2)s1 | -0.6 | -11.6 | 1.3 | 51.2 | -2.7 | -7.5 | -29.7 | -1.5 | 0.0

(more compounds)
SMILES | VIM-2 inhibitor | GPR7 antagonist | IMP-1 inhibitor | PHOSPHO1 block | OXTR agonist | GalR3 antagonist | DNA FID counter | NS3 helicase inh | V1R ag counter
O=C(CC1(c2ccc(Cl)cc2)C2CC3CC(C2)CC1C3)NCCO (stereo unspecified) | 0.4 | 0.3 | -3.3 | 8.4 | -1.2 | 2.4 | -27.7 | 4.6 | 0.2
Cc1ccc(C(=O)N/C(=C\c2ccc(-c3cccc([N+](=O)[O-])c3)o2)C(=O)NC(C)(C)C)cc1 | 0.2 | -10.0 | -0.1 | 9.6 | -1.9 | 4.3 | -4.4 | 9.2 | -0.4
Cc1cc(C(=O)c2cccs2)c(N)s1 | -0.4 | 1.2 | 0.2 | 11.4 | -0.6 | -8.3 | 3.8 | 12.7 | -0.3
Cn1c(CN2CCN(c3cccc(Cl)c3)CC2)nc2ccccc21 | -1.7 | 17.1 | 0.4 | -41.5 | 0.2 | -5.2 | -23.2 | -19.2 | 0.8
C/C(=N\NC(=O)Cc1cc(=O)[nH][nH]1)c1cccc([N+](=O)[O-])c1 | 4.0 | 4.8 | 0.5 | -16.5 | -0.4 | 0.8 | -11.9 | 9.1 | 0.3
CCOCCCN(C)C1CCN(C(=O)c2oc3ccccc3c2NC(=O)Cc2ccc(F)cc2)CC1 | -1.0 | -10.0 | -3.1 | 30.2 | -1.0 | 0.0 | 16.1 | -21.9 | 0.4
CCC(=O)N1CCc2cc(OC)c(OC)cc2C1COc1ccc(C(=O)OC)cc1 (stereo unspecified) | -4.0 | 28.5 | -1.2 | -4.0 | -0.2 | -5.7 | -29.8 | -9.5 | -0.1
O=C(Nc1nc2ccc(F)cc2s1)C1CCCO1 (stereo unspecified) | -2.1 | -3.7 | -0.2 | 21.5 | 0.3 | -11.1 | -1.8 | 4.2 | 0.6
COc1ccc(OCCNC(=O)/C=C/c2ccccc2)cc1 | -0.8 | -0.1 | -2.1 | -25.8 | -2.2 | -5.1 | -14.7 | -5.1 | -1.4
Cc1c(C(=O)NCCSCc2ccccc2)cccc1[N+](=O)[O-] | -1.6 | 5.4 | -1.8 | 38.7 | -1.2 | -2.2 | 0.6 | -0.2 | 0.1
CC1CCCC(NC(=O)CC2Nc3ccccc3NC2=O)C1C (stereo unspecified) | -0.2 | -2.5 | -0.5 | 13.4 | -1.5 | -1.6 | -9.1 | -6.2 | -0.5
COC(=O)[C@@H]1CCCN1C(=O)CCc1nnc(CCC2CCCCC2)o1 | -2.0 | 1.3 | -2.2 | 27.9 | 0.5 | -5.8 | -23.0 | 4.8 | 0.5
N#Cc1c(-c2ccccc2)nc(SCc2ccc([N+](=O)[O-])cc2)[nH]c1=O | 0.8 | 2.0 | -1.6 | 28.7 | -1.0 | -4.1 | 8.9 | 21.5 | -0.2
COc1ccc(NC(=S)NC(=O)c2ccccc2Cl)cc1 | -0.8 | 4.6 | -3.2 | -12.4 | -1.1 | 7.6 | -5.1 | -1.7 | 0.2
COc1ccccc1C(=O)C1CCCN(C(=O)CCc2ccccn2)C1 (stereo unspecified) | 1.0 | -21.3 | -2.7 | 28.2 | -0.4 | -5.0 | -7.5 | 0.9 | 0.5
O=C(CNCc1ccccc1Cl)Nc1ccccc1N1CCCCC1 | -2.0 | -2.5 | -3.7 | 3.5 | -2.7 | 9.9 | -10.8 | -12.6 | -1.7
O=C(Nc1cccc(Cl)c1)NC1CC2CCC(C1)N2Cc1ccco1 (stereo unspecified) | -2.8 | -7.9 | -3.1 | 27.8 | 1.7 | -5.4 | 12.3 | -10.3 | -0.9
COc1ccc(N(Cc2ccccc2)S(=O)(=O)c2cccc(C(=O)NC3=NCCS3)c2)cc1 | -4.9 | -4.4 | -3.4 | 15.8 | -1.3 | -0.8 | -10.2 | -10.7 | 1.5
c1coc(-c2nc3nc4ccccc4nc3n2CC2CCCO2)c1 (stereo unspecified) | -4.7 | -8.1 | -3.2 | 15.7 | 1.3 | -3.9 | -17.8 | 21.4 | -0.4
CCOC(=O)c1cnc(SCC(=O)Nc2cc(OC)cc(OC)c2)nc1N | -2.2 | -9.3 | 0.0 | 0.0 | 8.3 | -5.7 | -14.7 | 3.5 | 6.7
CC1=NNC(=O)C1CCC(=O)N/N=C\c1ccc(Cl)c(Cl)c1 (stereo unspecified) | 2.4 | -2.1 | -4.9 | -26.1 | -0.7 | 7.9 | -6.5 | -11.9 | 0.3
CCOC(=O)C1CCCN(C(=O)Cn2nc(Cc3cccnc3)c3ccccc3c2=O)C1 (stereo unspecified) | -3.4 | -9.3 | -4.0 | -11.3 | -0.5 | nt | -22.4 | -0.8 | -0.4
COc1ccc(-c2cc(=O)oc3cc(OCC(=O)N(C)C4CCS(=O)(=O)C4)ccc23)cc1 (stereo unspecified) | 3.1 | -1.4 | -1.1 | 27.3 | 0.7 | -7.7 | -46.9 | 0.2 | 0.5
Cc1[nH]cnc1C(=O)N/N=C/c1c(Cl)cccc1Cl | -0.5 | -8.1 | -1.4 | nt | 0.0 | -9.4 | -6.6 | 7.6 | 0.2
O=C(/C=C/c1ccc(Cl)cc1)N(Cc1ccccc1)C1CCS(=O)(=O)C1 (stereo unspecified) | -1.9 | -2.5 | -2.2 | 9.0 | -0.9 | -3.5 | -9.3 | 2.3 | 1.4
Cc1ccc(S(=O)(=O)Nc2cc(C)cn(Cc3ccc(F)cc3)c2=O)cc1 | -2.9 | 1.9 | -1.3 | 10.2 | 5.0 | -10.2 | -29.6 | -0.8 | 6.2
COCC[N+]1(C)CCCCC1 | -1.4 | -8.7 | -1.3 | -80.6 | 1.1 | -4.8 | -2.0 | 3.9 | 2.3

Reformatted with values under each structure: entries from further up
Screens in order – VIM-2 inhibitor, GPR7 antagonist, IMP-1 inhibitor, PHOSPHO1 block, OXTR agonist, GalR3 antagonist, DNA FID counter, NS3 helicase inh, V1R ag counter
- c1coc(-c2nc3nc4ccccc4nc3n2CC2CCCO2)c1 (stereo unspecified)
→ -4.7, -8.1, -3.2, 15.7, 1.3, -3.9, -17.8, 21.4, -0.4
- CCOC(=O)c1cnc(SCC(=O)Nc2cc(OC)cc(OC)c2)nc1N
→ -2.2, -9.3, 0.0, 0.0, 8.3, -5.7, -14.7, 3.5, 6.7
- CC1=NNC(=O)C1CCC(=O)N/N=C\c1ccc(Cl)c(Cl)c1 (stereo unspecified)
→ 2.4, -2.1, -4.9, -26.1, -0.7, 7.9, -6.5, -11.9, 0.3
